Source: PubChem BioAssay (Southern Research Specialized Biocontainment Screening Center)
tuberculosis growth: growth inhibition of non-replicating M. tuberculosis (AID 488890); inhibition, % at 25 µM; hits with a dose series show IC50 in µM; actives 0.39% (n = 320,000); Mycobacterium tuberculosis non-replicating, growth inhibition; higher % means a stronger effect; in the data active = a potency from the dose series; inconclusive = inhibition mostly from about 82% at the one dose, without a potency; inactive = the rest, 99 in 100 with inhibition below about 76%;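 also: plate controls were DMSO cells for no effect and high antibiotic wells for full effect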
influenza NS1A: H1N1 influenza NS1A inhibitors, functional cell based assay (AID 504329) | actives 0.3% (n = 340,000) | NS1A functional cell-based assay, percent inhibition; higher % means a stronger effect | inhibition, % at 12.5 µM, or IC50 in µM where a hit was titrated; in the data active = a potency from the dose series; inconclusive = inhibition above about 27% without an active follow-up result; also: strong numbers were not always called active
H37Rv inhibition: M. tuberculosis growth inhibition, HTS (AID 449762); inhibition, % at 25 µM, or IC50 in µM where a hit was titrated; M. tuberculosis H37Rv growth inhibition, 7H9 media; higher % means a stronger effect; actives 0.59% (n = 330,000); in the data active = a potency from the dose series; inconclusive = inhibition above about 70% without an active follow-up result;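 also: bacterial growth assessed after seven days of incubation; strong numbers were not always called active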
inhibitors of VEEV: inhibitors of VEEV TC-83 cytopathic effect, confirmation, Vero cells (AID 588727); Vero cells, VEEV TC-83 cytopathic effect inhibition; higher % means a stronger effect; one-dose inhibition, % at 20 µM; IC50 in µM for titrated hits; actives 0.13% (n = 350,000); in the data active = a potency from the dose series; inconclusive = inhibition mostly from about 14% at the one dose, without a potency; inactive = the rest, 99 in 100 with inhibition below about 12%; also: strong numbers were not always called active
Salmonella PhoP GFP: Inhibition of PhoP regulon, Salmonella typhi GFP reporter cells, confirmation, 4 h (AID 1850). Salmonella Typhi PhoP-promoter GFP reporter, fluorescence, 4 h; higher % means a stronger effect. inhibition, % at 50 µM, or IC50 in µM where a hit was titrated. actives 0.33% (n = 310,000); in the data active = a potency from the dose series; inconclusive = inhibition mostly from about 25% at the one dose, without a potency; inactive = the rest, 99 in 100 with inhibition below about 19%;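 also: 0% = induced wells with vehicle and 100% = uninduced wells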
inhibitors of VEEV 10K pilot screen: second read-out of inhibitors of VEEV, no call of its own (marks repeat the call); inhibition, %; measured here: 10K pilot screen inhibition
An asterisk follows results filed as active; i = inactive; ? = inconclusive; nt = no result given.

The first two compounds, ahead of the listing:
SMILES | tuberculosis growth | influenza NS1A | H37Rv inhibition | inhibitors of VEEV | Salmonella PhoP GFP | others
CN(C(=O)c1ccccc1C(=O)OCC(=O)c1ccccc1)c1ccccc1 | 19% | -1% | -5% | 0.5% | nt
O=C(Nc1cc(S(=O)(=O)N2CCCCCC2)ccc1OCC(F)(F)F)c1ccc(=O)[nH]c1 | 2% | -7% | 0% | 5.3% | nt

This part in full, repeating the preview:
SMILES | tuberculosis growth | influenza NS1A | H37Rv inhibition | inhibitors of VEEV | Salmonella PhoP GFP | others
CN(C(=O)c1ccccc1C(=O)OCC(=O)c1ccccc1)c1ccccc1 | 19% | -1% | -5% | 0.5% | nt
O=C(Nc1cc(S(=O)(=O)N2CCCCCC2)ccc1OCC(F)(F)F)c1ccc(=O)[nH]c1 | 2% | -7% | 0% | 5.3% | nt
S=C(Nc1ccccc1)N1CCN(Cc2ccccc2)CC1 | 3% | -11% | 3% | 1.5% | 18%
O=C(COC(=O)c1ccc(O)cc1)c1ccc2c(c1)OCCO2 | nt | -2% | nt | 8.0% | nt
CC(C)[C@@H](C(=O)O)N(Cc1cccc(CN([C@H](C(=O)O)C(C)C)S(C)(=O)=O)c1)S(C)(=O)=O | -20% | 10% | -9% | i | 15%
Cc1ccc2nc(-c3ccc(Br)cc3)cn2c1 | 20% | 3% | 16% | 1.2% | 0%
Cc1cc(C)n2nc(SCc3nnc(-c4ccc(F)cc4)o3)nc2n1 | 9% | nt | 3% | nt | 4%
Cc1ccc(S(=O)(=O)CCC(O)c2ccc(Cl)cc2)cc1 (stereo not given) | ? | -1% | -3% | 0.1% | -10%
NC(=O)NOCc1c(Cl)cccc1Cl | -1% | 10% | -3% | 2.3% | 5% | inhibitors of VEEV 10K pilot screen=1.2
Cc1cc(OCC(=O)OCC(=O)Nc2ccc(Cl)cn2)ccc1Cl | 35% | -6% | -1% | 4.0% | nt
Cc1cc(C)c(C)c(S(=O)(=O)NCc2ccncc2)c1C | 1% | -9% | -2% | 0.0% | 1%
COc1ccc(Cl)cc1N(CC(=O)Nc1cccc(SC)c1)S(C)(=O)=O | 2% | 9% | 0% | i | 1%
COc1cc(N)c(Cl)cc1C(=O)OCC(=O)N(C)C1CCCCC1 | 4% | -9% | -2% | 5.3% | nt
COCc1cc(C)n(CC(=O)N2CCCC2)c(=O)c1C#N | -5% | -6% | -7% | 0.4% | 0% | inhibitors of VEEV 10K pilot screen=2.0
C=CCn1c(=NC(=O)c2ccc(S(=O)(=O)N3CCCC3)cc2)sc2cc(NC(C)=O)ccc21 | 8% | -6% | 14% | 2.7% | -2%
CCCc1c(C(=O)Nc2ccc(F)cc2F)cnn1-c1ccccc1 | 30% | 2% | 3% | i | -18%
CC1(C)CC(=O)C(N=Nc2c(F)cccc2F)=C(O)C1 | -1% | nt | -6% | 0.5% | 17%
Cc1cccc(OCCC(=O)OCC(=O)Nc2c(C)nn(-c3ccccc3)c2C)c1 | 10% | -6% | 4% | 1.2% | 0%
Cc1ccc(/C=C2/C(=N)N3N=C(CC(=O)N4CCCC4)SC3=NC2=O)cc1 | 1% | -3% | 11% | 4.1% | 2%
CCc1nn(CC(=O)N2CCN(CC)CC2)c(=O)c2cc3sccc3n12 | 11% | 12% | 4% | i | 1%
CCc1ccccc1NC(=O)COC(=O)C1C2CC3OC(=O)C1C3C2 (stereo not given) | -4% | 15% | 0% | i | -2%
Cc1c(/C=N/NC(=O)c2ccc(Br)o2)cnn1C | -4% | nt | -12% | 0.5% | -3%
CCCCCN=Cc1c(C)[nH]n(-c2nc3ccccc3s2)c1=O | 47% | 3% | 9% | i | -4%
COc1ccccc1NCCC(=O)OCC(=O)Nc1cccc(S(=O)(=O)N(C)C)c1 | 21% | 4% | -17% | i | nt
C/C(=N\OCC(=O)Nn1c(C)nc2ccccc2c1=O)c1cccs1 | -16% | 2% | -5% | 0.5% | 4%

2 consecutive records from above, for reference:
SMILES | tuberculosis growth | influenza NS1A | H37Rv inhibition | inhibitors of VEEV | Salmonella PhoP GFP | others
CCc1ccccc1NC(=O)COC(=O)C1C2CC3OC(=O)C1C3C2 (stereo not given) | -4% | 15% | 0% | i | -2%
Cc1c(/C=N/NC(=O)c2ccc(Br)o2)cnn1C | -4% | nt | -12% | 0.5% | -3%

Following part:
SMILES | tuberculosis growth | influenza NS1A | H37Rv inhibition | inhibitors of VEEV | Salmonella PhoP GFP | others
Cc1ccc(C(C(=O)NC2CCCC2)N2CCc3ccccc32)cc1 (stereo not given) | nt | -3% | -6% | 0.1% | nt
O=C(COC(=O)CCc1ccccc1)Nc1ccccc1OC(F)F | 18% | -8% | 4% | 1.3% | 9%
O=C(NC1CCCCC1)c1ccc(-c2ccc(Cl)cc2)o1 | ? | 2% | 68% | 4.6% | 3%
CCN(CC(=O)NC(=O)NC1CCCCC1)Cc1ccccc1 | 7% | -5% | -4% | 1.6% | 2%
O=C(c1cccs1)N1CCC(c2nc3c(nnn3Cc3ccccc3Cl)c(=O)[nH]2)CC1 | -2% | -6% | -5% | 4.8% | -3%
CC1CCC(NC(=O)COC(=O)CSc2ccc(C(N)=O)cc2[N+](=O)[O-])CC1 (stereo not given) | 4% | 8% | 21% | i | -5%
CN(C)C(=O)CCC(=O)N1CCCC(C(=O)c2ccc3c4c(cccc24)CC3)C1 (stereo not given) | 15% | 0% | -2% | i | -11%
O=C(CCN1C(=O)[C@@H]2Cc3ccccc3CN2C1=O)N[C@@H](C(=O)O)c1ccccc1 | 3% | 1% | -5% | 0.2% | 3%
COc1ccccc1-c1nnc(SCC(=O)NC2CCCCC2)o1 | ? | 12% | -1% | 2.1% | -5%
N/C(Cc1ccc(Cl)cc1Cl)=N\OC(=O)c1ccc(Br)o1 | 67% | -7% | 6% | 1.1% | 4%
O=c1nccc(N/N=C/c2cccc(O)c2)[nH]1 | -2% | 23% | -7% | i | -10%
O=C(CSc1ncnc2c1cnn2-c1ccc(F)cc1)NCc1ccc2c(c1)OCO2 | 54% | -1% | 12% | i | -1%
CCC(=O)NC(=S)Nc1ccc(NC(=O)c2ccco2)c(Cl)c1 | 40% | nt | -4% | 3.7% | -2%
Cc1ccc(OCCNc2cc(N3CCN(CCO)CC3)ccc2[N+](=O)[O-])cc1C | 77% | 22% | ? | 5.5% | 9%
CC(Oc1ccc(Cl)cc1Cl)c1ccnc2nc(N3CCOCC3)nn12 (stereo not given) | 10% | -22% | 16% | 5.2% | 4%
C1=NN(c2ccccc2)C=NN1c1ccccc1 | nt | -7% | nt | 2.8% | nt
CN1CCC(C(=O)C(=O)O)C1=O (stereo not given) | nt | 0% | nt | i | nt
CCOC(=O)c1sc2ncnc(OC)c2c1C | 4% | 2% | 0% | 1.2% | -3%
Cc1ccc(-c2nc3cccnc3s2)cc1NS(=O)(=O)c1cccs1 | 11% | 8% | -7% | 8.2% | -10%
COc1cc(S(=O)(=O)NC2CCCCC2C)ccc1F (stereo not given) | -7% | -2% | -26% | 1.0% | -11%
C=CCn1cc(-c2cccc(C(F)(F)F)c2)cc(C#N)c1=O | -9% | -6% | -8% | 0.4% | 4%
CCC(=O)Nc1cccc2c1C(=O)N(C)C2=O | -8% | 6% | 0% | 0.2% | 1%
Cc1cc(C)nc(NCc2ccc(Cl)cc2)n1 | 6% | 3% | 4% | 0.7% | -4%
CCc1cc2c(=O)[nH]c(COC)nc2s1 | -15% | 36% | -5% | 1.6% | -6%
CC(c1cc2ccccc2s1)N(O)C(N)=O (stereo not given) | -1% | nt | -1% | nt | -7%

Next compounds.
SMILES | tuberculosis growth | influenza NS1A | H37Rv inhibition | inhibitors of VEEV | Salmonella PhoP GFP | others
CC(NC(=O)COC(=O)c1ccc(N(C)C)cc1)c1ccccc1 (stereo not given) | -12% | 5% | -2% | 9.2% | 5%
O=C(COC(=O)/C=C/c1cccc(Br)c1)NC1CCCC1 | 31% | 8% | 12% | 2.7% | nt
O=c1[nH]c(=S)n(-c2ccccc2F)c(O)c1C=NCc1ccco1 | -7% | -3% | -1% | i | -4%
COc1ccc2c(c1OC)C(=O)N(c1ccc(C)c(C)c1)C2=O | -15% | 2% | -9% | 4.7% | 2%
Fc1ccc(-c2csc(/C=C/c3ccc4c(c3)OCO4)n2)cc1 | 11% | 4% | 3% | 0.2% | -10%
Cc1noc(C)c1COc1ccc(C(=O)N2CCN(c3ccccc3O)CC2)cc1 | 23% | 2% | -1% | 11% | nt
COc1ccc(Br)c2c1C(=O)CC2 | -17% | 3% | -1% | i | -2%
CC(=O)N1CCCc2cc(S(=O)(=O)N3CCN(C4CCCCC4)CC3)ccc21 | -4% | 4% | -1% | i | 5%
COc1ccc(CCN2CCCn3c2nc2c3c(=O)n(C)c(=O)n2C)cc1OC | nt | 4% | nt | 1.2% | nt
COc1ccccc1N(C)S(=O)(=O)c1ccc(Cl)c(C(=O)OCc2c(C)noc2C)c1 | 13% | 4% | -1% | 5.0% | -9%
CC[C@@]1(C(=O)OC)N[C@H](CN(C)C(=O)C2CCCCC2)[C@@H]2C(=O)N(C)C(=O)[C@@H]21 | -9% | 22% | -4% | 0.1% | nt
O=C(C1CC1)N1CCN(C(c2ccccc2)c2ccccc2)CC1 | 7% | -9% | 6% | 0.4% | 1%
Cc1cc(C)cc(NC(=S)N2C3CCCC2CC(NC(=O)C2CC2)C3)c1 (stereo not given) | 13% | 4% | -3% | 0.4% | 8%
Cc1ccc(NC(=O)COc2coc(CN3CCc4ccccc4C3)cc2=O)cc1Cl | 5% | -4% | 17% | 2.0% | 5%
CCC(=O)NCc1c(C)c(C)n(Cc2ccccc2)c1-n1cccc1 | 13% | -4% | 1% | 6.2% | 3%
CC(C)Oc1ccc(OCCCN2CCCCCC2)cc1 | nt | -3% | 6% | 1.1% | 11%
CCOC(=O)N1CCN(C(=O)CN(c2cccc(C(F)(F)F)c2)S(=O)(=O)c2ccccc2)CC1 | ? | -10% | -3% | i | -16%
CC(C)Nc1nc2n(c(=O)n1)CCN2C(C)C | -32% | 3% | -9% | 2.4% | -14%
COc1ccc(CN2CCNC(=O)C2CC(=O)NCCCn2cccn2)cc1C (stereo not given) | -7% | 11% | -12% | 0.5% | -5%
C[C@@]12CC(=O)NC1N(C(=O)c1ccccc1)C(c1ccccc1OC(=O)c1ccccc1)C2 (stereo not given in full) | nt | 7% | -2% | 0.5% | 22%
CCSc1nc(O)cc(=O)[nH]1 | -3% | -7% | 12% | 1.3% | 2%
COc1cc(=O)[nH]c(SC(C)C(=O)Nc2ccc3ccccc3c2)n1 (stereo not given) | -4% | -8% | 3% | 0.2% | 0%
CCn1c(O)c(N=NC(=O)CNC(=O)/C=C/c2ccco2)c2ccccc21 | -1% | 22% | 6% | 0.6% | 26%
COc1ccc(NC(=O)CN(C)C(=O)c2cc(-c3ccc(Cl)cc3)nc3ccccc23)cc1 | 44% | 1% | ? | 6.5% | 5%
Cc1nn(Cc2ccccc2)c(C)c1C(=O)NCCN1C(=O)S/C(=C\c2ccc(F)cc2)C1=O | 5% | -4% | 0% | 1.3% | 4% | inhibitors of VEEV 10K pilot screen=3.8
O=S(=O)(NCCc1ccc(Cl)cc1)c1cccc2cccnc12 | 7% | -2% | 11% | i | -19%
Nc1ncnc(Oc2cccc3cccnc23)c1[N+](=O)[O-] | 4.4µM* | -7% | ? | 1.0% | -19%

Sorted by length of the SMILES (falling): 7 of the compounds above.
SMILES | tuberculosis growth | influenza NS1A | H37Rv inhibition | inhibitors of VEEV | Salmonella PhoP GFP | others
Cc1nn(Cc2ccccc2)c(C)c1C(=O)NCCN1C(=O)S/C(=C\c2ccc(F)cc2)C1=O | 5% | -4% | 0% | 1.3% | 4% | inhibitors of VEEV 10K pilot screen=3.8
O=C(Nc1cc(S(=O)(=O)N2CCCCCC2)ccc1OCC(F)(F)F)c1ccc(=O)[nH]c1 | 2% | -7% | 0% | 5.3% | nt
COc1ccc(NC(=O)CN(C)C(=O)c2cc(-c3ccc(Cl)cc3)nc3ccccc23)cc1 | 44% | 1% | ? | 6.5% | 5%
COc1ccccc1N(C)S(=O)(=O)c1ccc(Cl)c(C(=O)OCc2c(C)noc2C)c1 | 13% | 4% | -1% | 5.0% | -9%
O=C(COC(=O)/C=C/c1cccc(Br)c1)NC1CCCC1 | 31% | 8% | 12% | 2.7% | nt
O=C(NC1CCCCC1)c1ccc(-c2ccc(Cl)cc2)o1 | ? | 2% | 68% | 4.6% | 3%
Cc1ccc2nc(-c3ccc(Br)cc3)cn2c1 | 20% | 3% | 16% | 1.2% | 0%
